GLP1R cytotox: qHTS of GLP-1 Receptor Inverse Agonists: Cytotox Screen; HEK293 cAMP-luciferase reporter cells, luminescence, 24 h; Potency, µM (highest dose often 38.3 µM), for the others: at the highest dose activity change, negative = inhibition, usual class: inhibitors; hit rate 0.13% among 410,000; AID 624418, 2012;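 further: loss of luciferase light is scored as toxicity; potency means the concentration at half of the fitted maximal effect; on the % scale 0 is the no-effect control and ±100 the full control effect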
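Here, cytotoxicity is scored as loss of luminescence. The MLSMR collection was tested on cells seeded in medium containing 10% Nu serum, with a 24 hr compound exposure preceded by 12 hours of culture.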
PTHR1 agonist: qHTS for PTHR1 Agonists: Primary Screen. Potency, µM (doses to about 115 µM), without a hit: top-dose activation, actives largely listed as activators. HEK293 GP2 PTHR1 cells, GloSensor cAMP luminescence, 1 h. hit rate 0.075% among 410,000. Parathyroid hormone/parathyroid hormone-related peptide receptor (Homo sapiens), Q03431; further: potency means the concentration at half of the fitted maximal effect; nearly all actives have a fitted effect of over 55% in size; some results filed as inactive show a strong effect at the top dose; inactives centre near -15; many of its hits are not listed in these tables
Target sequence (Q03431 whole entry, looked up): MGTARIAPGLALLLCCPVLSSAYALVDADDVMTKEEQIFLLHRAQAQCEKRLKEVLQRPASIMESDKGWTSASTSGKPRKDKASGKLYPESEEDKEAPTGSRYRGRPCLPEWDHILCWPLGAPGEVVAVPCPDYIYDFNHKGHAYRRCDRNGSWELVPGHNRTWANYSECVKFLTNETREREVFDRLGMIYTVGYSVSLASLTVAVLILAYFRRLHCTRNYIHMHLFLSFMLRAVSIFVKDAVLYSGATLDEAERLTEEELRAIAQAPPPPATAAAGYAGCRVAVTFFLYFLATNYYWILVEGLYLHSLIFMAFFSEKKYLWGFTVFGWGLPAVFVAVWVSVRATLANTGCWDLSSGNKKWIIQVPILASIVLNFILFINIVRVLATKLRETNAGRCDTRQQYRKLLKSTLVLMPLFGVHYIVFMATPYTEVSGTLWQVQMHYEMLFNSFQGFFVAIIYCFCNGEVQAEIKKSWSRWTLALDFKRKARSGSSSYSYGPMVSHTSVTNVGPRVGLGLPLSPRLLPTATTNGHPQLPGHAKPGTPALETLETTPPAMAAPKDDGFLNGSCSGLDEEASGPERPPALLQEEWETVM
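HEK-293-derived GP2 cells expressing PTHR1 and a GloSensor cAMP reporter, 3,000/well, plated overnight, given luciferin plus IBMX (each 0.5 mM as added) for 1 h at 37 °C, then compound for 1 h at 37 °C. Luminescence was read after 15 min at room temperature.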
aSyn yeast inh: qHTS of alpha-syn Inhibitors. Yeast expressing alpha-synuclein, growth rescue, BacTiter-Glo, 24 h. Potency, µM (highest dose often 46.1 µM), for inactives: at the top dose growth rescue (activation), hits mostly activators. hit rate 0.14% among 370,000. AID 652106, 2013; further: potency means the concentration at half of the fitted maximal effect; % of control where 0% means no effect; nearly all actives have a fitted effect of over 65% in size
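Readout is rescue of growth in alpha-synuclein-expressing yeast, so inhibitors of toxicity appear as activators. Growth after 24 hr at 30 deg C in galactose medium is quantified by luminescence.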
GLP1R inv ag: qHTS of GLP-1 Receptor Inverse Agonists (Inhibition Mode). Glucagon-like peptide 1 receptor (Homo sapiens), P43220. HEK293 GLP-1R CRE-luciferase, luminescence, 24 h; GLP-1R form is constitutively active. Potency, µM (doses to about 38.3 µM), inactives show top-dose activity change, negative = inhibition, usual class: inhibitors. hit rate 1.6% among 410,000. AID 624417, 2012; further: potency means the concentration at half of the fitted maximal effect; on the % scale 0 is the no-effect control and ±100 the full control effect; nearly all actives have a fitted effect of over 55% in size
Target sequence (P43220 whole entry, looked up): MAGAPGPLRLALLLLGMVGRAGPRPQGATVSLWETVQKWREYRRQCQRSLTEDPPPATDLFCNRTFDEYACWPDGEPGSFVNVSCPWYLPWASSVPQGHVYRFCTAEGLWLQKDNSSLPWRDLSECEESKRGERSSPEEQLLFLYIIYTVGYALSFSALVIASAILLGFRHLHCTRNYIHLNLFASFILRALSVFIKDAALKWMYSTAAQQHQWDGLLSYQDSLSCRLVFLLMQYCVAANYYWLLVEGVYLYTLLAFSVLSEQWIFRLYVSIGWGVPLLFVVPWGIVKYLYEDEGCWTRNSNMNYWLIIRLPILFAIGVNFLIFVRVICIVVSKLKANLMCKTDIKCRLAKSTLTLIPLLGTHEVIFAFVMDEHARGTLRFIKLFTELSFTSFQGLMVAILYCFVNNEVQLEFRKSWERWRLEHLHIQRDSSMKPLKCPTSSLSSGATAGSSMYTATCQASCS
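Using stably transfected HEK293 (constitutively active GLP-1R, cAMP-luciferase reporter), compounds were incubated 24 hr and luciferase measured by luminescence.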
FUS yeast rescue: qHTS for Suppressors of FUS Proteinopathy: Primary screen using FUS-linked yeast assay. S. cerevisiae FUS-expressing, growth rescue, OD600, 24 h. Potency, µM (titrated, usually from 76.6 µM), inactives show top-dose growth rescue (activation), actives largely listed as activators. hit rate 0.24% among 390,000;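 further: potency means the concentration at half of the fitted maximal effect; plate controls were DMSO vehicle for no effect and reference control for full effect; nearly all actives have a fitted effect of over 55% in size; some results filed as inactive show a strong effect at the top dose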
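Yeast FUS proteinopathy model; galactose-induced FUS (2%), starting OD 0.005. Cpds in dilution series, 24hr, 30C, 99% humidity. Abs 600 nm growth. Pos ctrl CP55940 (top 92uM final); neg ctrl DMSO.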
TDP-43 yeast inh: qHTS of TDP-43 Inhibitors. TDP-43 expressing yeast growth rescue, BacTiter-Glo, 24 h. Potency, µM (highest dose often 46.1 µM), for inactives: at the highest dose growth rescue (activation), hits mostly activators. hit rate 1.8% among 410,000. AID 652104, 2013; further: potency means the concentration at half of the fitted maximal effect; % of control where 0% means no effect; nearly all actives have a fitted effect of over 50% in size
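Growth rescue of TDP-43-toxic yeast measured as ATP luminescence (BacTiter-Glo). Cells grown to mid-log in raffinose, induced in galactose at OD600=0.02, exposed to compound 24 hr at 30 deg C.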
Mm-Cpn inhibitor: Inhibitors of TCP-1 ring complex (TRiC) of Methanococcus maripaludis (MmCpn): qHTS | Chaperonin Mm-Cpn (Methanococcus maripaludis) | purified Mm-Cpn ATPase, ADP Transcreener TR-FRET | Potency, µM (series often up to 76.9 µM), inactives show at the highest dose activity, negative = inhibition, hits mostly inhibitors | hit rate 0.031% among 330,000 | AID 504842, 2011; further: potency means the concentration at half of the fitted maximal effect; on the % scale 0 is the no-effect control and ±100 the full control effect; nearly all actives have a fitted effect of over 80% in size
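Quantitative HTS used 25 nM Mm-CPN and 10 uM ATP in magnesium/KCl Tris buffer, pH 7.4, with 1 mM DTT. Hydrolysis ran 30 min at 37°C; ADP was read by HTRF.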
pAkt inh: HTS Assay for Inhibitors of Akt Phophorylation: Primary Screen; Neuro2A IGF-stimulated pAkt S473 HTRF, 20 min; hits give low values; activity change, % for hits at 50 µM; hit rate 0.32% among 360,000; in the data active means activity change below about -80%; inconclusive means mostly about -51% to -80%; further: on the % scale 0 is the no-effect control and ±100 the full control effect
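Neuro2A cells in DMEM with 0.5% FBS, overnight at 37 deg C, given compound at single 50 µM final, then IGF (6 nM final) for 20 min at 37 deg C. Lysed; phospho-Akt Ser473 by HTRF after 24 h, 665/615 ratio.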
Abeta rescue: qHTS for compounds that reverse cellular toxicity of Amyloid beta (A-beta) peptide in yeast: Primary Screen | yeast expressing A-beta42, growth rescue, OD600, 48 h; response scale: 0% DMSO, 100% iron-clioquinol control | Potency, µM (titrated, usually from 46.1 µM), for the others: at the highest dose growth rescue, usual class: activators | AID 1347071, 2019 | hit rate 0.063% among 410,000; further: potency means the concentration at half of the fitted maximal effect; nearly all actives have a fitted effect of over 55% in size
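Growth rescue measured by 600 nm absorbance after 48 h yeast culture at 30 C with compound. Values normalized between DMSO and an equimolar ferric chloride plus clioquinol control.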
* hit, by the source's call; i = inactive; ? = inconclusive; / = no result given; & = joins results of further samples; [ ] = remark or other dose. Unless noted, the call rests on the fitted dose curve; in most records, active means well fitted curve in the direction sought with a large enough effect; inconclusive means small, poorly fitted or top-dose-only effect, or another doubt; inactive means no such curve, though single readings can be large; an effect the other way counts as inactive or inconclusive. The list is partial; count on the stated rates, not on these rows.

SMILES	GLP1R cytotox	PTHR1 agonist	aSyn yeast inh	GLP1R inv ag	FUS yeast rescue	TDP-43 yeast inh	Mm-Cpn inhibitor	pAkt inh	Abeta rescue
O=C(COC(=O)c1ccccc1)Nc1cc(S(=O)(=O)N2CCCCCC2)ccc1Cl	-5%	-86%[inhibitor]	1%	?	13%	15%	1%	i	10%
C[C@@H]1CN([C@@H](C)CO)C(=O)c2cc(Br)cnc2O[C@@H]1CN(C)S(C)(=O)=O	-8%	-13%	8%	9%	-9%	28%	/	i	16%
Cc1oc2ncn(C)c(=O)c2c1C(=O)Nc1ccccn1	-1%	i	/	0%	-29%	7%	/	/	-2%
O=C(NC(=S)N1CCN(c2ccccn2)CC1)c1ccccc1	-5%[1.53 µM]	i	-3%	2%	-1%	20%	4%	i	9%
Cc1c(NC(=O)C2(c3ccccc3)CCCC2)c(=O)n(-c2ccccc2)n1C	-18%	i	6%	-18%	18%	1%	2%	i	15%
CCOc1ccc(NC(=O)CN(C)C(=O)c2ccccc2Cc2ccccc2)cc1OCC	-14%	-10%	11%	?	35%	23%	3%	i	?
CC(C)C(C(=O)Nc1ncn[nH]1)N1C(=O)c2ccccc2C1=O (configuration not stated)	-1%	i	6%	0%	-6%	17%	-1%	i	8%
Cc1ccc(OCCSc2nc3ccc(NC(=O)c4ccc5c(c4)OCO5)cc3s2)cc1	-3%	-6%	/	4%	19%	-2%	/	/	-25%
CCOC(=O)C(C)Oc1cccc2c(=O)n(CC(=O)Nc3cccc(OC)c3)ccc12 (configuration not stated)	-5%	i	0%	-3%	-5%	?	0%	i	7%
COc1cc(-c2nc3n(n2)C(c2ccc(F)cc2)C2=C(CCCC2=O)N3)cc(OC)c1OC (configuration not stated)	1%	i	0%	0%	12%	15%	0%	i	15%
Cc1ccc(S(=O)(=O)N2CCC(C(=O)C3C(=O)CC(C)(C)CC3=O)CC2)cc1	-2%	-18%	1%	-1%	15%	-38%[inhibitor]	-4%	i	-26%
O=c1cc(O)c2sc(Nc3ccc(F)c(Cl)c3)nc2[nH]1	1%	i	-5%	12%	1%	-8%	-1%	i	-11%
CC1(C)C(=O)OC(/C=C/c2cccc([N+](=O)[O-])c2)C(C)(C)C1=O (configuration not stated)	19%	i	-7%	-18%	3%	2%	1%	i	10%
COc1ccc2[nH]cc(CCNC(=O)CCC3CCCCC3)c2c1	-7%	-64%[inhibitor]	9%	?	13%	-7%	2%	i	-1%
c1ccc(COc2cccc(CN3CCc4ccccc4C3)c2)cc1	-6%	2%	7%	14%	-11%	10%	1%	i	1%
CNC(=S)NNC(=O)c1sc2cc(C(F)(F)F)cnc2c1-c1cccnc1	-6%	12%	-6%	5%	18%	1%	-2%	i	1%
CCCNC(=O)/C=C/C(=O)O	1%	-16%	1%	-3%	-30%	-1%	0%	i	-4%
CCOc1ccccc1C(=O)NCC(=O)OCCCOC(=O)CNC(=O)c1ccccc1OCC	18%	i	1%	5%	26%	24%	-1%	i	12%
COc1c(C)cc(S(=O)(=O)NCCN2CCOCC2)c(C)c1C	-8%	i	5%	24%	-5%	-7%	-1%	i	?
COCCCNC(=O)c1cn(CCOC)c(=O)c2c1c1ccccc1n2C	6%&2%	-18%&1%	-13%	32%&3%	-8%&6%	-3%&14%	-2%	i	-9%&-2%
Cc1c(N2C(=O)C3C4C=CC(C5CC45)C3C2=O)c(=O)n(-c2ccccc2)n1C (configuration not stated)	-7%	i	1%	3%	20%	-12%	3%	i	1%
Cc1ccc(C(=O)O)cc1NCc1cccnc1	-12%	i	5%	13%	-39%	3%	/	i	8%
CC(=O)Nc1ccc(NC(=O)CCc2ccc(C)o2)cc1	-12%	i	3%	8%	-3%	19%	-2%	i	8%
O=C1CSC(c2cccc([N+](=O)[O-])c2)N1CCc1ccccc1 (configuration not stated)	15%	-21%	12%	-30%	12%	22%	-1%	i	-5%
COc1ccc(Cl)cc1NC(=O)CN(C)C(=O)c1sccc1-c1ccccc1	-9%	-81%[inhibitor]	11%	?	?	?	-15%	i	-16%
Cc1ccc(C(=O)NCc2ccc3c(c2)OCO3)cc1	-4%	i	4%	-15%	-20%	-17%	0%	i	1%
O=S(=O)(Cc1ccc(Cl)cc1)NCc1ccc2c(c1)OCO2	-12%	-12%	3%	?	16%	10%	-7%	i	5%
COCCNc1nc(NCc2cccc(OC)c2)c2sccc2n1	2%	-36%[inhibitor]	4%	?	-14%	24%	/	i	1%
CCOC(=O)C1=C(COC(=O)c2cccc(Cl)c2)NC(=O)NC1C (configuration not stated)	-12%	-12%	3%	16%	21%	-27%	0%	i	9%
O=c1cc(CSc2nc(NCc3ccc(Cl)cc3)c3ccccc3n2)nc2ccc(Cl)cn12	3%	-13%	3%	-4%	-16%	-28%	/	i	4%
O=C(Cc1c(F)cccc1Cl)Nc1cccnc1	1%	i	-7%	8%	-12%	-6%	2%	i	17%
Cc1nc(-c2ccc(Cl)cc2)sc1CCNC(=O)C(=O)Nc1ccc(F)cc1F	-8%	11%	/	8%	10%	-5%	/	/	-10%
CCCSCCCNC(=O)CN1C(=O)CCn2nc(-c3cn(C)c4ccccc34)cc21	-5%	6%	/	12%	37%	14%	/	/	-9%
CCSc1nnc(NC(=O)CCNC(=O)c2ccccc2Cl)s1	-7%	i	-1%	-21%	28%	0%	-3%	i	-10%
Cc1cc(Nc2cccc(Br)c2)n2c(nc3ccccc32)c1C#N	16%	-47%[inhibitor]	2%	5%	3%	23%	/	/	-5%
Cc1ccn(C)c(=N)c1	-7%	i	12%	0%	-36%	-6%	-1%	i	4%

Four successive entries from above:
SMILES	GLP1R cytotox	PTHR1 agonist	aSyn yeast inh	GLP1R inv ag	FUS yeast rescue	TDP-43 yeast inh	Mm-Cpn inhibitor	pAkt inh	Abeta rescue
COc1ccc(Cl)cc1NC(=O)CN(C)C(=O)c1sccc1-c1ccccc1	-9%	-81%[inhibitor]	11%	?	?	?	-15%	i	-16%
Cc1ccc(C(=O)NCc2ccc3c(c2)OCO3)cc1	-4%	i	4%	-15%	-20%	-17%	0%	i	1%
O=S(=O)(Cc1ccc(Cl)cc1)NCc1ccc2c(c1)OCO2	-12%	-12%	3%	?	16%	10%	-7%	i	5%
COCCNc1nc(NCc2cccc(OC)c2)c2sccc2n1	2%	-36%[inhibitor]	4%	?	-14%	24%	/	i	1%

Compounds above with an aryl thioether with sulfur outside any ring (three):
SMILES	GLP1R cytotox	PTHR1 agonist	aSyn yeast inh	GLP1R inv ag	FUS yeast rescue	TDP-43 yeast inh	Mm-Cpn inhibitor	pAkt inh	Abeta rescue
Cc1ccc(OCCSc2nc3ccc(NC(=O)c4ccc5c(c4)OCO5)cc3s2)cc1	-3%	-6%	/	4%	19%	-2%	/	/	-25%
O=c1cc(CSc2nc(NCc3ccc(Cl)cc3)c3ccccc3n2)nc2ccc(Cl)cn12	3%	-13%	3%	-4%	-16%	-28%	/	i	4%
CCSc1nnc(NC(=O)CCNC(=O)c2ccccc2Cl)s1	-7%	i	-1%	-21%	28%	0%	-3%	i	-10%

(list continues)
SMILES	GLP1R cytotox	PTHR1 agonist	aSyn yeast inh	GLP1R inv ag	FUS yeast rescue	TDP-43 yeast inh	Mm-Cpn inhibitor	pAkt inh	Abeta rescue
CCc1noc(C)c1C(=O)Nc1ccc(F)c(F)c1	1%	i	2%	8%	-8%	?	0%	i	16%
COc1ccc(Nc2cc(=O)n(-c3ccccc3)c3c2c(=O)n(C)c(=O)n3C)cc1	1%	i	-4%	29%	12%	-5%	-6%	i	-3%
COc1ccc(N2CCN(C(=O)c3ccc4c(=O)n(CCc5ccc(OC)c(OC)c5)c(=O)[nH]c4c3)CC2)cc1	-4%[0.307 µM]	-50%&-47%[inhibitor]	-3%	5%[0.307 µM]	17%&10%	14%	?	i	8%&-4%
O=C(c1ccc(Cl)cc1Cl)C1(n2cncn2)Oc2ccccc2C1O (configuration not stated)	-3%	i	22%	-7%	22%	?	-2%	i	-69%[inhibitor]
CCC1CN(C(=O)N2CCC(C(=O)NCCCc3ccccc3)CC2)c2ccccc2O1 (configuration not stated)	-5%	-43%	/	7%	37%	-19%	/	/	-7%
CN(CC(=O)Nc1ccc(F)cc1)C(=O)C1CCCC1	5%	i	-3%	-8%	-14%	-2%	0%	i	-14%
COc1ccccc1OC(=O)Nc1ccc(Cl)cc1	5%	-4%	7%	5%	-25%	12%	0%	i	14%
O=C(O)c1ccc(NS(=O)(=O)c2ccc3c(c2)OCCO3)cc1	-11%	-4%	2%	7%	-10%	7%	1%	i	-1%
COc1cc(OC)cc(C(=O)NC(C(=O)O)C23CC4CC(CC(C4)C2)C3)c1 (configuration not stated)	5%	i	2%	-21%	38%	-20%	-4%	i	-5%
O=C(CSc1nc2ccsc2c(=O)n1-c1ccc(Br)cc1)NCc1ccccc1	-3%	i	-2%	1%	7%	22%	/	/	0%
